# Bioassay records: PubChem, Broad Institute
# Tcruzi prolif – T. cruzi proliferation inhibition. T. cruzi beta-gal in NIH3T3, GalScreen luminescence, 90 h. 5.9% of 77,000 active. inhibition, % at 8.34 µM;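 active = mean inhibition above about 93%, with at least 55% of replicates each passing it, limit read from the data, passing the limit was not always enough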
# Pf Dd2 inh – P. falciparum Dd2 growth inhibition; SYBR Green, 72 h; hits give low values; activity change, % at 10 µM; 2.3% of 94,000 active; AID 1159554; in the data active = activity change below about -80%
# C diff growth – C. difficile growth inhibition; AID 1259249; growth activity, negative = inhibition, % at 16 µg/mL (by protocol); 0.25% of 86,000 active; Clostridium difficile clinical isolate growth, OD600, 24 h; hits give low values;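 active = mean growth activity at or below -80% and every replicate also at or below -80%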;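 note: 0% = DMSO wells and -100% = levofloxacin 16 µg/mL wells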
# GASC1 inh – KDM4C (human) demethylase inhibition. AID 720574. 0.15% of 96,000 active. inhibition, % at 12.5 µM. GST-KDM4C 2-372, H3K9me3 peptide, LANCE TR-FRET. Q9H3R0;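 active = mean replicate inhibition above about 25%, with at least 55% of replicates also reaching it, limit read from the data, passing the limit was not always enough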
# Target sequence (Q9H3R0 2-372 limits assumed): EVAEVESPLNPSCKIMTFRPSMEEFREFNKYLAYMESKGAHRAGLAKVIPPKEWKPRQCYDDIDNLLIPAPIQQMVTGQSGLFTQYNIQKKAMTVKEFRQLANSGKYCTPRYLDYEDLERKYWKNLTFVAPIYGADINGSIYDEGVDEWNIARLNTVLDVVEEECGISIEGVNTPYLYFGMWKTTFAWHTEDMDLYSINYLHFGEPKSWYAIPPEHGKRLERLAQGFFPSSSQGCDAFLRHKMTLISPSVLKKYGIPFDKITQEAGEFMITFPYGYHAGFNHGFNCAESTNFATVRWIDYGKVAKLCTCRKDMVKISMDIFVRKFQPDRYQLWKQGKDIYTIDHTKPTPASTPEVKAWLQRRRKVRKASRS
#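 Test system: N-terminal GST-fused human GASC-1 (KDM4C) fragment, residues 2-372; quantity: GASC-1 enzyme at 10 nM final in reaction; dosing: single dose; schedule: 30 min demethylation and 1 h detection at room temperature; signal: LANCE TR-FRET, excitation 340 nm, emissions 618 and 671 nm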
# Numbers without * were called inactive; . = no result given; & = joins results of further samples. The order is random (roughly 6.7% active in at least one column).
smiles | GASC1 inh | Tcruzi prolif | Pf Dd2 inh | C diff growth
O=C(C[C@@H]1CC[C@H](NC(=O)c2ccc3c(c2)OCO3)[C@@H](CO)O1)NCc1ccc(Cl)cc1 | -0.5 | -35 | -13 | 4
C[C@H](CO)N1C[C@H](C)[C@H](CN(C)S(=O)(=O)c2ccc(F)cc2)Oc2ccc(NC(=O)C3CC3)cc2CC1=O | -1.2 | 49 | -22 | -1
COc1ccc(S(=O)(=O)Nc2ccc3c(c2)C(=O)N([C@@H](C)CO)C[C@H](C)[C@H](CN(C)S(=O)(=O)c2cn(C)cn2)O3)cc1 | 0.0 | 10 | 22 | -3
COc1cccc(S(=O)(=O)N2[C@@H]3CNC[C@H]2C3c2ccc(-c3ccccc3C)cc2)c1 (stereo partly specified) | -0.6&-1.0 | . | -4&-23 | -6&-6
N#Cc1cccc(-c2ccc3c(c2)[C@@H]2[C@@H](CCN2Cc2cncnc2)[C@@H](CO)N3)c1 | 1.2 | 105* | -53 | -12
C[C@@H]1CN([C@@H](C)CO)C(=O)c2cccc(NC(=O)c3ccc(-c4nccs4)cc3)c2O[C@H]1CN(C)S(=O)(=O)c1cccs1 | -1.1 | 3 | -14 | -4
O=C(NCC[C@H]1CC[C@H](NC(=O)C2CC2)[C@@H](CO)O1)Nc1ccc(Cl)cc1 | 0.1 | . | . | -1
O=C(C[C@@H]1CC[C@@H]2[C@H](COC[C@H](O)CN2C(=O)Nc2cc(Cl)cc(Cl)c2)O1)N1CCCCC1 | 0.7 | 60 | 8 | .
C[C@@H]1CN([C@H](C)CO)C(=O)c2cc(NC(=O)NC3CCCCC3)ccc2O[C@@H]1CN(C)Cc1ccccc1 | 2.0 | 16 | -35 | -7
O=C(C[C@@H]1CC[C@H]2[C@@H](COC[C@H](O)CN2S(=O)(=O)c2ccc(Cl)cc2)O1)NCc1ccc(Cl)c(Cl)c1 | -0.5 | 59 | -7 | .
C[C@H](CO)N1C[C@H](C)[C@@H](CN(C)Cc2ccc(Cl)c(Cl)c2)Oc2ccc(NC(=O)Cc3cn(C)c4ccccc34)cc2C1=O | -0.6 | 80 | -3 | 29
O=C(Nc1ccccc1)Nc1ccc2c(c1)[C@H]1C[C@H](CC(=O)N3CCCCC3)O[C@H](CO)[C@H]1O2 | -12 | . | -34 | -5
C[C@@H]1CN([C@H](C)CO)C(=O)Cc2cc(NC(=O)NC3CCCCC3)ccc2O[C@@H]1CN(C)S(=O)(=O)c1cn(C)cn1 | 1.2 | 17 | 11 | 3
C[C@@H]1CN([C@H](C)CO)S(=O)(=O)c2ccc(C#C[C@@H](C)O)cc2O[C@@H]1CN(C)C(=O)Cc1ccccn1 | -0.6 | 44 | 28 | 2
C/C=C/c1ccc([C@@H]2[C@@H](CO)N(C(=O)C3CCC3)C23CN(S(=O)(=O)CC)C3)cc1 | -1.5 | . | -16 | 0
C[C@H](CO)N1C[C@H](C)[C@H](CN(C)S(=O)(=O)c2ccccc2)OCCCC[C@H](C)Oc2ccc(NS(=O)(=O)c3ccc(Cl)cc3)cc2C1=O | -3.0 | 118* | -33 | -9

# Sorted by the number under GASC1 inh (rising): three from the list above
canonical_smiles | GASC1 inh
COc1ccc(S(=O)(=O)Nc2ccc3c(c2)C(=O)N([C@@H](C)CO)C[C@H](C)[C@H](CN(C)S(=O)(=O)c2cn(C)cn2)O3)cc1 | 0.0
C[C@@H]1CN([C@H](C)CO)C(=O)Cc2cc(NC(=O)NC3CCCCC3)ccc2O[C@@H]1CN(C)S(=O)(=O)c1cn(C)cn1 | 1.2
C[C@@H]1CN([C@H](C)CO)C(=O)c2cc(NC(=O)NC3CCCCC3)ccc2O[C@@H]1CN(C)Cc1ccccc1 | 2.0

# Remaining list, next part:
smiles | GASC1 inh | Tcruzi prolif | Pf Dd2 inh | C diff growth
C[C@@H]1CCCCO[C@H](CN(C)C)[C@H](C)CN([C@@H](C)CO)C(=O)c2cc(NC(=O)c3ccccc3)ccc2O1 | -0.4 | 16 | . | -1
COc1ccc(S(=O)(=O)Nc2ccc3c(c2)C(=O)N([C@@H](C)CO)C[C@@H](C)[C@H](CN(C)S(=O)(=O)c2cccs2)OCCCC[C@@H](C)O3)cc1 | 9.6 | 85 | 10 | 3
COc1ccccc1C#Cc1cnc2c(c1)C(=O)N([C@H](C)CO)C[C@H](C)[C@H](CN(C)C(C)=O)O2 | -6.4 | 31 | 2 | 6
C[C@H](CO)N1C[C@H](C)[C@H](CN(C)C(=O)NC2CCCCC2)Oc2ccc(NC(=O)Nc3ccc(F)cc3)cc2C1=O | 0.1 | 1 | 25 | 2
C[C@@H]1CN([C@H](C)CO)C(=O)c2cc(C#CCN(C)C)cnc2O[C@H]1CN(C)Cc1ccc(F)cc1 | 2.3 | 52 | -17 | -3
C[C@H](CO)N1C[C@H](C)[C@H](CN(C)Cc2ccc3c(c2)OCO3)OCCCC[C@H](C)Oc2ccc(NC(=O)Cc3ccccc3)cc2C1=O | 3.4 | 69 | -37 | 5
C[C@H]1CN([C@@H](C)CO)C(=O)Cc2cc(NC(=O)Nc3ccc(F)cc3)ccc2O[C@H]1CN(C)Cc1ccc(Oc2ccccc2)cc1 | 0.2 | 46 | -5 | 41
O=C(C[C@@H]1C[C@H]2c3cc(NS(=O)(=O)c4ccccc4)ccc3O[C@H]2[C@@H](CO)O1)NC1CCCC1 | -2.7 | -6 | -4 | 1
C[C@@H]1CN([C@H](C)CO)C(=O)Cc2cc(N(C)C)ccc2O[C@@H]1CN(C)Cc1ccc(-c2ccccc2)cc1 | 7.5 | . | -4 | 7
C[C@H](NC(=O)C[C@H]1C=C[C@@H](NC(=O)C2CC2)[C@H](CO)O1)c1ccccc1 | -1.1 | . | -15 | -1
CC(C)(C)[S@](=O)N1Cc2cc(C(=O)NCCc3ccncc3)nc(-c3cccc(-c4ccccc4)c3)c2[C@@H]1CCO | -0.8 | . | -54 | -12
COc1ccc2c3c([nH]c2c1)[C@H](CO)N(S(=O)(=O)c1cn(C)cn1)CC31CCN(CC2CC2)CC1 | 1.2 | . | 2 | 4
CO[C@@H]1CN(C)C(=O)c2cc(NC(=O)c3cc(C)on3)ccc2OC[C@H](C)N(C(=O)C2CC2)C[C@H]1C | -2.0 | 13 | 14 | -1
C[C@@H]1CN([C@H](C)CO)C(=O)Cc2cc(NC(=O)Cc3ccccc3)ccc2O[C@@H]1CN(C)C(=O)Nc1ccccc1 | -0.5 | 34 | 20 | 14
C[C@@H]1CN([C@@H](C)CO)C(=O)c2cccc(NS(=O)(=O)c3cn(C)cn3)c2O[C@H]1CN(C)Cc1ccccc1 | -0.9 | -14 | 25 | 0
COc1ccc(CN(C)C[C@@H]2Oc3c(NS(=O)(=O)c4ccc(F)cc4)cccc3C(=O)N([C@@H](C)CO)C[C@H]2C)cc1 | -0.3 | -30 | 11 | -4
COCC(=O)N[C@@H]1C=C[C@@H](CC(=O)N2CCCCC2)O[C@H]1CO | . | -34 | -13 | .
CN(C)CC(=O)NC[C@H]1N[C@@H](CO)[C@H]1c1ccc(-c2cccc(C#N)c2)cc1 | -3.8 | -88 | 6 | 0
Cc1ccc(S(=O)(=O)Nc2ccc3c(c2)C(=O)N([C@H](C)CO)C[C@H](C)[C@@H](CN(C)S(=O)(=O)c2cn(C)cn2)O3)cc1 | 0.5 | -2 | -3 | -1
COc1cccc(S(=O)(=O)Nc2ccc3c(c2)[C@@H]2C[C@H](CC(=O)O)O[C@H](CO)[C@@H]2O3)c1 | -0.5 | . | 2 | -8
C[C@@H]1CCCCO[C@H](CN(C)C(=O)Cc2ccccc2)[C@H](C)CN([C@@H](C)CO)C(=O)c2cc(NS(C)(=O)=O)ccc2O1 | 2.2 | -18 | -14 | -2
COc1cccc(C#Cc2ccc([C@H]3[C@@H](CO)N(C(=O)c4ccccn4)[C@H]3C#N)cc2)c1 | -3.3 | 84 | -92* | -5
O=S(=O)(c1ccccc1F)N1CC[C@@H]2[C@H]1c1cc(-c3cccc(F)c3)ccc1N[C@@H]2CO | 0.4 | 18 | -21 | -1
COc1ccccc1C#Cc1ccc2c(c1)[C@@H]1[C@@H](CCN1C(C)=O)[C@@H](CO)N2C | 0.6 | 51 | -29 | -9
CO[C@@H]1CN(C)C(=O)c2cc(NC(=O)Nc3ccccc3)ccc2OC[C@@H](C)N(C(C)=O)C[C@@H]1C | 3.9 | -156 | 21 | -1
CO[C@@H]1CN(C)C(=O)c2cc(NC(=O)c3cccc(F)c3)ccc2OC[C@@H](C)NC[C@@H]1C | -0.9 | -31 | 30 | .
COc1ccc(NC(=O)N2C[C@@H](O)COC[C@H]3O[C@@H](CC(=O)N4CCN(C)CC4)CC[C@@H]32)cc1 | 1.1 | 7 | 9 | .
COc1ccc(CN(C)C[C@H]2Oc3ccc(NC(=O)Nc4ccccc4)cc3CC(=O)N([C@@H](C)CO)C[C@H]2C)cc1 | -0.7 | 20 | 36 | 2
C[C@H]1CN([C@@H](C)CO)C(=O)c2cc(C3=CCCC3)cnc2O[C@@H]1CN(C)S(C)(=O)=O | 2.1 | . | 17 | 0
O=C(C1CCOCC1)N1C[C@@H]2[C@H](c3ccccc31)[C@H](CO)N2C(=O)Cc1ccccn1 | 11 | 27 | -3 | 6
CCC(=O)N[C@H]1CC[C@H](CCNC(=O)Nc2ccc(F)cc2)O[C@H]1CO | -0.2 | -12 | 8 | -1
C[C@H](CO)N1C[C@H](C)[C@H](CN(C)Cc2cncnc2)Oc2cc(/C=C/c3ccccc3)ccc2S1(=O)=O | -4.8 | 75 | -45 | 1
C[C@@H]1CN([C@@H](C)CO)C(=O)Cc2cc(NC(=O)CCCCCC(=O)Nc3ccccc3N)ccc2O[C@H]1CN(C)S(=O)(=O)c1cccs1 | -2.6 | 7 | -44 | -7
COc1ccccc1NC(=O)N1C[C@H](O)COC[C@H]2O[C@H](CC(=O)NCc3ccccc3)CC[C@@H]21 | -1.4 | -109 | 23 | 0&-8
O=C(C1CCCCC1)N1CC(=O)N2[C@H](CO)[C@H](c3ccc(C#Cc4cccc(F)c4)cc3)[C@@H]2C1 | -0.4 | . | -58 | 34
COc1ccc(NC(=O)Nc2ccc3c(c2)CC(=O)N([C@@H](C)CO)C[C@@H](C)[C@H](CN(C)C(=O)Nc2ccc4c(c2)OCO4)O3)cc1 | 4.3 | -2 | -13 | -3
C[C@H](CO)N1C[C@H](C)[C@H](CN(C)S(=O)(=O)c2cn(C)cn2)OCCCC[C@H](C)Oc2ccc(NC(=O)Nc3cccc4ccccc34)cc2C1=O | -4.3 | 26 | 6 | 5
C[C@H](CO)N1C[C@H](C)[C@@H](CN(C)Cc2ccccc2)Oc2ccc(NC(=O)CCN3CCOCC3)cc2C1=O | . | -2 | -9 | -3
COc1cccc(S(=O)(=O)N2CC3(CN[C@H](CO)c4[nH]c5cc(OC)ccc5c43)C2)c1 | -0.1 | . | -59 | 2
O=C(C[C@H]1CC[C@H](NC(=O)C2CCOCC2)[C@@H](CO)O1)Nc1nccs1 | -0.1 | 54 | -5 | .
Cc1noc(C)c1S(=O)(=O)Nc1ccc2c(c1)C(=O)N([C@H](C)CO)C[C@H](C)[C@H](CN(C)S(=O)(=O)c1ccc(F)cc1)OCCCC[C@H](C)O2 | 0.0 | 53 | -54 | -4
O=S(=O)(c1ccccc1)N1CCCCN2[C@H](C1)[C@H](c1ccc(-c3ccccc3F)cc1)[C@@H]2CO | 2.3 | 86 | 7 | 22
CC=Cc1ccc2n(c1=O)C[C@@H]1[C@@H](CO)[C@H](C(=O)N3CCCCC3)N(C(=O)CC3CC3)[C@H]21 (mixture of isomers) | -1.2 | 33 | -1 | -6
CCNC(=O)[C@H]1[C@H](CO)[C@H]2Cn3c(ccc(-c4cccnc4)c3=O)[C@H]2N1Cc1ccccc1 | 4.5 | -17 | 10 | 2
C[C@@H]1CCCCO[C@H](CN(C)C(=O)Nc2ccc3c(c2)OCO3)[C@H](C)CN([C@H](C)CO)C(=O)c2cc(NS(=O)(=O)c3cn(C)cn3)ccc2O1 | -3.2 | 38 | -8 | 7
CC=Cc1ccc2n(c1=O)C[C@H]1[C@H](CO)[C@@H](C(=O)N(C)C)[C@@H]2N1C(=O)c1ccccc1 (mixture of isomers) | 0.6 | -35 | -2 | -5
C[C@@H]1CCCCO[C@@H](CN(C)C(=O)CCCN(C)C)[C@H](C)CN([C@@H](C)CO)C(=O)c2cc(N(C)C)ccc2O1 | 2.5 | 27 | 24 | -2
CC(C)CC#Cc1ccc2c(c1)O[C@H](CN(C)C(=O)c1ccccc1F)[C@H](C)CN([C@H](C)CO)S2(=O)=O | -1.6 | 105* | -71 | 5
C[C@@H]1CN([C@@H](C)CO)C(=O)c2cccc(NC(=O)c3cnccn3)c2O[C@H]1CN(C)S(=O)(=O)c1ccccc1 | 0.0 | 14 | 5 | .
CCC(=O)N[C@@H]1CC[C@@H](CCNC(=O)Nc2ccc(C(F)(F)F)cc2)O[C@@H]1CO | -1.2 | 12 | 0 | .
COc1ccc(NC(=O)N(C)C[C@@H]2Oc3c(NS(=O)(=O)c4ccc(OC)cc4)cccc3C(=O)N([C@@H](C)CO)C[C@@H]2C)cc1 | -0.1 | 30 | 12 | -1

# Full records, quoted from the list. Screens in order: GASC1 inh	Tcruzi prolif	Pf Dd2 inh	C diff growth
# `COc1ccc(CN(C)C[C@@H]2Oc3c(NS(=O)(=O)c4ccc(F)cc4)cccc3C(=O)N([C@@H](C)CO)C[C@H]2C)cc1` as listed: -0.3	-30	11	-4
# `C[C@H](CO)N1C[C@H](C)[C@@H](CN(C)Cc2ccccc2)Oc2ccc(NC(=O)CCN3CCOCC3)cc2C1=O` as listed: .	-2	-9	-3
